DDE Tn7 FP inh: disrupts Tn7 cyclic peptide binding to fibrin D-Dimer-E complex; inhibition, % at 8.3 µM; FP displacement of FITC-Tn7 peptide from fibrin DD(E); 0% = median of compound wells per plate; AID 720508; hit rate 0.13% among 370,000;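 active = inhibition above the mean of compounds falling within the control limits plus 3 SD of them, cut at about 14% in these data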;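 note: 0% = plate median of compound wells and 100% = 10 µM Aha-Tn7 peptide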
Target sequence (P02675 whole entry, looked up): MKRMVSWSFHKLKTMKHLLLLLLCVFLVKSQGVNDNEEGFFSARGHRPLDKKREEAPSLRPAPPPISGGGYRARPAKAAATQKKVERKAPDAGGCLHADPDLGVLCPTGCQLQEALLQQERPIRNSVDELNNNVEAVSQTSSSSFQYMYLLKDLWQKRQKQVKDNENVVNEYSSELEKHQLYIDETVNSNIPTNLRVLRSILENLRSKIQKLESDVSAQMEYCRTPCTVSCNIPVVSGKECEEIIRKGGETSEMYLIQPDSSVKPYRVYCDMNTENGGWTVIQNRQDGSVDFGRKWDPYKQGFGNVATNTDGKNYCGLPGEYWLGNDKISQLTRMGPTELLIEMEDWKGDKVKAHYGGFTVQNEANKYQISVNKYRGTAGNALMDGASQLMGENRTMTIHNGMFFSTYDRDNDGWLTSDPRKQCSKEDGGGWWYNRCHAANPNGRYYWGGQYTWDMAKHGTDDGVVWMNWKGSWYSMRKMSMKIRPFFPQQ
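Test system: human clot-derived fibrin DD(E) complex / Quantity: 2 µM final DD(E) protein / Incubation: 10 min plus 3 h, room temperature / Measured by: fluorescence polarization / Benchmarks: high control of 10 µM Aha-Tn7 peptide / Replicates: singlicate testing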
MBD2 inh: MBD2-methylated oligo binding inhibition; AID 686964; inhibition, % at 4.4 µM; TR-FRET, MBD2 binding to methylated oligonucleotide; Q9UBB5; hit rate 0.31% among 370,000; in the data active = inhibition above about 13%
ASAP1 inh: blocks human ASAP1-stimulated Arf1 GTP hydrolysis; Q9ULH1; GDP FP detection; hit rate 0.19% among 360,000; AID 624377; inhibition, % at 16.5 µM; in the data active = inhibition above about 25%;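 note: 0% = vehicle with enzyme and substrate and 100% = no enzyme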
PLC-beta3 inh: inhibitors of human phospholipase C beta3; Q01970; Purified PLC-beta3, fluorogenic substrate, fluorescence; inhibition, % at 12.2 µM; hit rate 0.18% among 370,000; in the data active = inhibition above about 11%;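 note: 0% = median of compound wells on plate and 100% = full blocker control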
ARFGAP1 inhibitor: inhibits rat ARF GTPase activating protein 1. Q62848. Arfgap1-stimulated ARF1 GTP hydrolysis, GDP FP detection. inhibition, % at 16.5 µM. hit rate 0.26% among 360,000;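 active = inhibition above a per-plate limit, mean inhibition of low control wells plus 3 SD, cut at about 25% in these data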;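 note: 0% = DMSO wells with enzyme and 100% = wells lacking Arfgap1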
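Assay system: Rat Arfgap1 GAP domain (His6, aa 1-136), purified enzyme | Buffer or medium: HEPES 25 mM pH 7.5, NaCl 150 mM, MgCl2, DTT | Schedule: GTP hydrolysis reaction 2 h at 25 °C | Signal: FP of antibody-bound GDP Alexa 633 tracer, ex 620/em 688 nm | Measure: Percent inhibition of Arfgap1-stimulated GTP hydrolysis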
ADAM17 inh: inhibits human ADAM17. P78536. AID 720648. inhibition, % at 6.95 µM. recombinant ADAM17, EDANS/DABCYL FRET peptide cleavage. hit rate 0.83% among 370,000;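 active = inhibition above the mean of compounds lying between control limits plus 3 SD, set per campaign, cut at about 8.5% in these data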;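 note: 0% = DMSO-only wells as the low control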
Target sequence (P78536 215-824 limits assumed): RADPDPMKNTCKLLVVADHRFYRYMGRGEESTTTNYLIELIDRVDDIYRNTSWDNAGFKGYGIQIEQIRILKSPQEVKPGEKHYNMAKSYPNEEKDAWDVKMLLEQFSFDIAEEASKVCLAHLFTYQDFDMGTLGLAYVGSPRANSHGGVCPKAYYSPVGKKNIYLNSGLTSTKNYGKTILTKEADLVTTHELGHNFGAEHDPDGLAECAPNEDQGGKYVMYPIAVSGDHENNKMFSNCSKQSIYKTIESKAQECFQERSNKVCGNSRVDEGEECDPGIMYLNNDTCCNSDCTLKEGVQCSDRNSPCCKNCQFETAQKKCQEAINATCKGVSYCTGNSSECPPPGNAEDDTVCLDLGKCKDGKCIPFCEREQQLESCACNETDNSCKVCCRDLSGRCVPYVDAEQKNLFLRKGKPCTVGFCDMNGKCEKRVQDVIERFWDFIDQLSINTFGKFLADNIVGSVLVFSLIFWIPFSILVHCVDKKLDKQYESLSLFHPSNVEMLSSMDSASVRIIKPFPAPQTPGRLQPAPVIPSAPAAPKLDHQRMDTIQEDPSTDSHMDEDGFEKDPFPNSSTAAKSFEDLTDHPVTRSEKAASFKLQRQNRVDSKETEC
proKLK7 act: activates the human kallikrein-7 zymogen; AID 652039; P49862; activation, % at 7 µM; hit rate 0.9% among 370,000; purified proKLK7, EDANS-DABCYL substrate fluorescence; 100% is mature enzyme control, 0% vehicle;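 active = activation above the mean of all tested compounds plus 3 SD, computed per campaign excluding outliers beyond control limits, cut at about 13% in these data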
PLCg1 inh: blocks human PLC-gamma1 enzyme activity; hit rate 0.84% among 370,000; P19174; purified PLC-gamma1, fluorogenic substrate, fluorescence; inhibition, % at 12.2 µM; AID 720700; in the data active = inhibition above about 9.5%
Tn6 DDE FP: DD(E)-Tn6 binding inhibition, primary FP screen; inhibition, % at 8.3 µM; Fibrin DD(E) TRITC-Tn6 fluorescence polarization displacement; hit rate 0.21% among 370,000; AID 720509;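 active = inhibition above a per-campaign cutoff: mean of compounds within control limits plus 3 SD, cut at about 15% in these data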;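 note: 0% = median of all compound wells on the plate and 100% = blocking peptide control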
UHRF1 binding: UHRF1 methyl-DNA binding inhibition. inhibition, % at 4.4 µM. AID 687016. UHRF1 binding to methylated oligo, TR-FRET. hit rate 0.75% among 370,000; in the data active = inhibition above about 21%;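 note: UHRF1 SRA domain binding a hemimethylated CpG hairpin DNA probe; 0% = median of test compound wells and 100% = reference inhibitor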
Active calls of the source: *.

SMILES	DDE Tn7 FP inh	MBD2 inh	ASAP1 inh	PLC-beta3 inh	ARFGAP1 inhibitor	ADAM17 inh	proKLK7 act	PLCg1 inh	Tn6 DDE FP	UHRF1 binding
COC(=O)c1sc(NC(=O)c2csc3c2CCCC3)nc1C	-3	-1	-2	-3	1	1	-0.1	-2	-10	-3
Cc1cc(C)c(S(=O)(=O)N2CCCCC2)cc1N(C)S(=O)(=O)c1ccc(Cl)cc1	6	0	-9	-2	1	3	-0.4	2	2	-1
O=C(Nc1ccc(F)cc1)c1ccc(C(=O)N2CCCC(O)C2)cc1 (stereo unspecified)	3	2	-8	3	4	-5	-0.2	-2	2	-5
CSc1ccc(/C=C/C(=O)OCC(=O)NC2CCS(=O)(=O)C2)cc1 (stereo unspecified)	0	4	-12	-438	10	-310	23*	-346	0	-2
O=C(Nc1ccc2c(c1)oc1ccccc12)c1ccc2c(c1)OCO2	3	-2	4	-3	11	-2	-1.1	-5	-3	-1
COC(=O)C(O)(CC(=O)Nc1cccc(SC)c1)C(F)(F)F (stereo unspecified)	0	-2	-3	3	-5	-3	0.1	-1	-4	1
O=c1[nH]c(N2CCOCC2)nc2ccccc12	-3	0	18	-31	-5	-61	-0.2	-19	2	4
O=C(COC(=O)C1=COCCO1)Nc1ccc(OC(F)F)cc1	0	0	-3	-9	-3	-3	-0.3	-2	-6	-2
Cc1cc(OCCOCCNCc2ccccc2)ccc1C(C)C	13	-3	-7	-4	2	-3	0.3	4	12	-3
Cc1c(N=Cc2ccccn2)c(=O)n(-c2ccccc2)n1C	4	-1	-3	-8	9	-3	-0.5	-6	15	-1
COc1ccc(S(=O)(=O)N2CCC(O)(c3ccc4c(c3)OCO4)CC2)cc1	2	1	2	0	-9	-3	-0.2	1	-6	-4
c1ccc2[nH]c(NCCCN3CCOCC3)nc2c1	-1	-2	-6	3	12	1	0.9	1	2	0
O=C1CCC(=O)N1CCSC(=S)N1CCSCC1	-5	-1	0	-6	-9	-1	0.5	1	6	-1
COc1ccc2nc(C)cc(Sc3nc4ccccc4s3)c2c1	5	1	-6	-2	15	-10	-2.4	-4	-8	-1
Cn1cc(-c2csc(C(O)c3ccc(F)cc3)n2)cn1 (stereo unspecified)	0	1	-4	1	12	-4	-0.2	0	-6	-4
COc1ccc(C(C)=O)cc1CSc1nnc(Nc2ccccc2C)s1	3	4	1	-2	-2	-2	-0.5	-1	-3	0
COc1cc(CN2CCN(C(c3ccccc3)c3ccccc3)CC2)cc(OC)c1OC	-7	0	9	-7	6	1	-0.3	5	3	4
CCCCN(C(=O)c1cccc(-n2cnnn2)c1)c1c(N)n(CC(C)C)c(=O)[nH]c1=O	-5	-2	-3	0	6	-1	-0.2	2	-3	1
Cc1cccc(-n2c(Cc3cc(=O)[nH]c(=O)[nH]3)nnc2SCC(=O)N2CCCCC2)c1	6	2	4	-1	0	-3	0.0	0	2	0
COc1ccc(/C(C)=N\O)cc1OC	-2	-4	0	-4	-1	-4	0.4	-2	4	2
Cc1oc2cc3oc(=O)c(CC(=O)NCC(=O)N[C@@H](C(=O)O)c4ccccc4)c(C)c3cc2c1C	-5	5	12	-451	6	-100	0.0	-320	3	1
O=C(NCc1ccccn1)[C@@H]1CCCN1C(=O)[C@@H]1CCCN1	4	-5	0	3	-2	-4	-0.4	0	6	-3
O=c1c2ccccc2c(-c2ccc(Br)cc2)nn1Cc1ccccc1	2	3	13	1	3	-4	0.1	0	4	-1
Cc1cc(=O)oc2cc(OCC(=O)N3CCCC(C)C3)ccc12 (stereo unspecified)	4	-3	1	-10	-6	-50	0.8	-3	3	-1
Cc1cc(C(=O)N2CCC2(C)C(=O)Nc2cccc3ccccc23)nn1C (stereo unspecified)	-1	-2	-5	4	-2	-1	0.0	0	0	1
CCCCn1c(N)c(N(CCOC)C(=O)c2cccc(-n3cnnn3)c2)c(=O)[nH]c1=O	0	-2	5	0	4	-1	0.1	0	-12	1
Cc1ccc(C)c(OCCC(=O)NNC(=O)c2ccccc2)c1	3	1	-1	-10	3	-3	-0.7	1	8	2
CCCCNC(=O)CO/N=C(\C)c1cc2ccccc2o1	-4	3	1	2	13	1	0.5	3	2	-2
COc1ccc(-c2cnc3c(NC(C)=O)cc(-c4ccc(C(=O)N5CCOCC5)cc4)cn23)cc1OC	-8	-2	13	-45	-2	-1	0.8	-32	3	0
CNC(=O)c1ccsc1NC(=O)CS(=O)(=O)c1ccccc1	-1	-4	6	-7	7	0	-0.5	-2	-2	-2
C[C@H](CO)N1C[C@H](C)[C@@H](CN(C)Cc2cccnc2)Oc2ncc(-c3cccc(C#N)c3)cc2C1=O	1	-4	-4	0	-1	0	-0.2	-5	6	0
Cc1cc(C)c(C(=O)OCc2csc(CC(=O)Nc3ccccc3C)n2)c(C)c1	0	-3	7	-7	4	5	0.1	1	3	0
O=C(Nc1cnn(Cc2ccc(F)cc2)c1)c1cnn2c(C(F)F)cc(-c3ccccc3)nc12	-4	2	-11	0	10	-4	0.6	2	-3	-3
CC(=O)Nc1ccc(S(=O)(=O)Nc2nccs2)cc1	7	3	-8	-6	-4	-3	-0.9	0	-5	3
CCNC(=S)NC1CC2CCCC(C1)N2Cc1ccco1 (stereo unspecified)	-4	1	-3	0	12	-2	-0.1	2	-3	-1
COc1ccc(-c2nnn3c2C2c4cc(-c5cccc(F)c5)ccc4CCN2C(=O)C3)cc1 (stereo unspecified)	-2	3	6	-2	-1	-4	-0.1	-2	0	1
O=C(Nc1nnc([C@H]2C[C@H](O)[C@@H](CO)O2)s1)Nc1ccccc1C(F)(F)F	0	-1	-1	0	-5	-5	-0.2	-1	6	6
O=C(NN1C(=O)c2ccccc2NC1c1ccccn1)c1ccc(Br)cc1 (stereo unspecified)	-3	1	-4	-40	-11	-14	-1.7	-29	6	1
O=S(=O)(Nc1nc2ccccc2nc1NCCN1CCOCC1)c1cccc(Cl)c1	3	-4	-1	-46	-6	-6	0.8	-32	1	3
Cn1c(CS/C(N)=N/N=C/c2ccccc2)c(Br)c(=O)n1-c1ccccc1	6	-5	10	-1	-3	-1	-0.1	0	11	-6
FC(F)(F)c1cccc(-c2cc3nc(NC4CCCCC4)ccn3n2)c1	-3	7	10	-96	20	-29	-1.1	-70	-13	-2
CN1CCC(N(C)C(=O)/C=C/c2cn(-c3ccccc3)nc2-c2cccs2)CC1	2	1	2	-463	7	-77	-4.5	-282	4	-1
CC1CC(C)CN(S(=O)(=O)c2ccc(NC(=O)C3CC(=O)N(Cc4ccccc4)C3)cc2)C1 (stereo unspecified)	7	-3	-2	-5	4	7	0.0	-1	-1	-2
COCCn1c(SCC(=O)Nc2ccc(C(C)=O)cc2)nc2c([nH]c3ccccc32)c1=O	4	0	-13	-6	2	-7	-0.2	1	1	1
CCc1ccc2cc(C)cnc2n1	-6	2	-5	3	11	3	-0.7	2	1	-1
COc1ccc(CCNC(=O)CSc2nc(C)cc(C)n2)cc1OC	-4	4	-3	2	-2	0	0.3	-1	0	-1
CCOC(=O)C1CCN(C(=O)CN2C(=O)NC3(CCCCC3)C2=O)CC1	3	2	0	-2	-1	-2	-0.2	2	2	0
CCc1c(-c2ccc(OC)cc2)ncn1Cc1cccc(-c2ccccc2)c1	5	4	4	0	-9	0	0.8	1	6	1
O=C(Nc1ccc(F)cc1)C1CCCN(c2cnccn2)C1 (stereo unspecified)	5	0	2	-44	10	-12	0.6	-23	4	0
CCCn1nnnc1-c1ccc(Cl)cc1	-5	3	-2	2	6	-3	-0.5	1	-2	0
O=C(CSc1n[nH]c(-c2cccnc2)n1)Nc1ccnc2ccccc12	0	5	-20	1	-14	-3	-0.2	0	0	1
CCn1c(O)c(/C=C2\C=Nc3ccccc32)sc1=Nc1ccccc1	-1	4	-7	2	4	1	0.7	1	4	-1
C/C(=N/N=C/c1ccc(N(C)C)cc1)c1ccccc1	3	3	5	-1	4	-4	-1.8	3	0	0
Cc1ccc(S(=O)(=O)NCC(=O)NCC(=O)OCC(=O)NC(=O)NC(C)(C)C)cc1C	3	-6	1	7	0	6	-0.8	4	-1	-1
Cc1ccc(NC(=O)CSC2=NN3CCCC(=O)N=C3S2)c(C)c1	2	-6	0	1	15	-1	-0.5	2	2	-4
Nc1c(N2CCOCC2)cc(Cl)c2nonc12	-1	-15	2	0	1	-4	0.3	-1	7	-22
Cc1c(Cl)cccc1N1CC(C(=O)Nc2nccs2)CC1=O (stereo unspecified)	-5	0	-3	1	6	0	-0.2	2	-3	-4
COc1cc(/C(C)=N/N2CCOCC2)cc(OC)c1OC	3	3	-5	0	16	-3	0.1	-1	3	1
Cc1ccc(CN2CCC(n3nccc3NC(=O)c3ccccc3C)CC2)o1	-5	3	-6	-6	8	-5	-0.6	-2	-9	-2
Cc1oncc1C(=S)Nc1ccccc1	0	-6	-5	3	-8	0	-0.4	1	10	1
Additional entries:
SMILES	DDE Tn7 FP inh	MBD2 inh	ASAP1 inh	PLC-beta3 inh	ARFGAP1 inhibitor	ADAM17 inh	proKLK7 act	PLCg1 inh	Tn6 DDE FP	UHRF1 binding
O=C(CCCCC(=O)OCC1COCO1)OCC1COCO1 (stereo unspecified)	-4	0	3	-2	-10	0	0.6	-1	-1	9
OCC[C@@H]1C[C@H](O)[C@@H](O)[C@]2(CCCCO2)O1	-1	0	6	0	13	-2	0.2	1	-1	2
COc1cc(/C=C/C(=O)OCC(=O)N2CCC(C)CC2)ccc1O	-6	0	2	-48	-5	-16	-0.5	-40	6	-2
CCN1C(=O)c2ccccc2Sc2ccc(C(=O)NCCC(C)C)cc21	0	-1	-7	1	-5	5	0.2	9	2	0
O=C(Nc1ccc2c(c1)OCO2)c1ccc[n+]([O-])c1	3	1	-7	2	1	-1	-0.3	-3	-2	-3
CNc1nc(Oc2ccccc2C(=O)OC)nc(SC)n1	2	1	-7	2	12	-1	-0.2	2	5	-2
CCCN(c1ccccc1F)S(=O)(=O)c1cc(-c2cc(C)no2)ccc1OC	-2	5	12	-7	-5	5	0.0	-4	11	9
COCCn1cnnc1SCC(=O)Nc1cc(OC)c([N+](=O)[O-])cc1C	-6	-3	-2	1	0	1	0.0	5	-2	-2
O=C(CSc1nnc(COc2cccc3ccccc23)o1)N1c2ccccc2CCc2ccccc21	4	-2	-11	1	3	8.9*	-0.1	3	-11	-1
COc1ccccc1CNC(=O)CN1CCN(S(=O)(=O)c2cccs2)CC1	-3	4	-1	-2	1	-3	-0.1	0	-5	-2

Entries of single compounds, looked up by structure. Screens in order: DDE Tn7 FP inh | MBD2 inh | ASAP1 inh | PLC-beta3 inh | ARFGAP1 inhibitor | ADAM17 inh | proKLK7 act | PLCg1 inh | Tn6 DDE FP | UHRF1 binding
`Cc1c(N=Cc2ccccn2)c(=O)n(-c2ccccc2)n1C` is listed as 4 | -1 | -3 | -8 | 9 | -3 | -0.5 | -6 | 15 | -1
`COc1cc(CN2CCN(C(c3ccccc3)c3ccccc3)CC2)cc(OC)c1OC` is listed as -7 | 0 | 9 | -7 | 6 | 1 | -0.3 | 5 | 3 | 4
